HP1b binding inh: blocks HP1-beta chromodomain binding to methylated histone tails; P83916; AlphaScreen HP1-beta / biotin-H3K9me3 peptide binding; Potency, µM (top dose mostly 114 µM), without a hit: top-dose activity change, negative = inhibition, usual class: inhibitors; 390,000 compounds, 0.56% hits; note: potency is the fitted concentration of half-maximal effect; nearly all actives have a fitted effect of over 70% in size; inactives centre near 23
Target sequence (P83916 whole entry, looked up): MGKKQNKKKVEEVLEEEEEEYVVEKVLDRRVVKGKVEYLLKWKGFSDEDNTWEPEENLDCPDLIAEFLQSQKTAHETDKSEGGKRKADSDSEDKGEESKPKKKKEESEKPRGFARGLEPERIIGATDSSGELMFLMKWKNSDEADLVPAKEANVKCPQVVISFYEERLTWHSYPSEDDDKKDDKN
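AlphaScreen: HP1-beta (50 nM) preformed 30 min with biotin-H3(1-18)K9me3 peptide (50 nM) in PBS pH 7.4, 0.01% Tween-20. Compound added for 30 min at RT, then streptavidin donor/nickel chelate acceptor beads (10 ug/mL) for 30 min.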
ERG Ets-DNA blk: ERG Ets/DNA interaction inhibition. P11308. fluorescence polarization, His-ERG Ets domain / labelled DNA. Potency, µM (highest dose often 76.9 µM), without a hit: at the highest dose FP activity, negative = inhibition, usual class: inhibitors. 370,000 compounds, 0.028% hits; active = well fitted inhibition curve with a large enough effect in the polarisation, with a control signal flat; inconclusive = small, poorly fitted or top-dose-only effect, or effect the other way, or a change in a side signal; inactive = no such curve, though single readings can be large or run the other way; the % refers to the polarisation;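 note: polarization taken with two DNA probes labelled with fluorescein and Texas red; potency is the fitted concentration of half-maximal effect; % of control where 0% means no effect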
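His-tagged ERG Ets domain (1 uM in the protein solution; 300mM KCl, 50mM Tris-HCl, 1mM EDTA, 1mM DTT, pH 7.5) received compound, then a probe mix of 5 nM fluorescein-DNA and 100nM Texas-615-DNA. Fluorescence polarization was read for both dyes.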
JMJD2A Tudor: JMJD2A Tudor domain (human) inhibition | O75164 | AlphaScreen JMJD2A-Tudor / H3K4me3 peptide binding | Potency, µM (highest dose often 114 µM), for inactives: top-dose activity change, negative = inhibition, usual class: inhibitors | 390,000 compounds, 4.4% hits; note: potency is the fitted concentration of half-maximal effect; % is set by controls: 0 for no effect and ±100 for the full control effect; nearly all actives have a fitted effect of over 50% in size
BAZ2B block: inhibitors of human BAZ2B bromodomain; Q9UIF8; AlphaScreen BAZ2B-H3K14Ac peptide displacement; Potency, µM (titrated, usually from 114 µM), for the others: at the highest dose activity change, negative = inhibition, most hits filed as inhibitors; 360,000 compounds, 4.4% hits; note: potency is the fitted concentration of half-maximal effect; % is set by controls: 0 for no effect and ±100 for the full control effect; nearly all actives have a fitted effect of over 60% in size
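BAZ2B 50 nM plus b-H3(5-23)K14Ac 50 nM, PBS pH 7.4/0.01% Tween-20, 30 min RT; compound added (max 110 uM), 30 min RT; streptavidin donor/Ni-chelate acceptor beads 10 ug/mL final, 20 min dark; AlphaScreen read.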
12-LOX inh: blocks human arachidonate 12S-lipoxygenase; P18054; purified 12hLO, xylenol orange hydroperoxide absorbance; Potency, µM (series often up to 108 µM), without a hit: at the highest dose activity change, negative = inhibition, most hits filed as inhibitors; 580,000 compounds, 1.1% hits; AID 1671190; note: potency is the fitted concentration of half-maximal effect; % is set by controls: 0 for no effect and ±100 for the full control effect
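Purified human 12hLO at 150 nM in 25 mM Hepes, 0.01% Triton X-100, pH 7.0, preincubated 15 min at room temperature with compound. Reaction started with 40 uM arachidonic acid, 30 min at room temperature. Hydroperoxide measured by Fe-xylenol orange, 573/405 nm absorbance ratio.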
RGS4 inhibitor: inhibitors of human regulator of G protein signaling 4; Transcreener GDP fluorescence polarization, RGS4-accelerated GTP hydrolysis; 390,000 compounds, 0.039% hits; Potency, µM (highest dose often 114 µM), inactives show top-dose activity change, negative = inhibition, most hits filed as inhibitors; note: potency is the fitted concentration of half-maximal effect; % is set by controls: 0 for no effect and ±100 for the full control effect; nearly all actives have a fitted effect of over 75% in size; some results filed as inactive show a strong effect at the top dose
Target sequence (P49798 whole entry, looked up): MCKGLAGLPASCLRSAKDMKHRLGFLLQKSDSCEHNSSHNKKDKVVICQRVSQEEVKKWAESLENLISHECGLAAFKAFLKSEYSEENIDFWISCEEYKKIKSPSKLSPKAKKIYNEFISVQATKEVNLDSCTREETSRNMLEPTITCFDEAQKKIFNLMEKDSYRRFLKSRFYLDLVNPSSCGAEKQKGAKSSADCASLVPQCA
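MLSMR compounds (23 nl, pin-transferred) preincubated 10 min at room temperature with a 500nM (2x) first reagent, then RGS4 at 900nM (2x) plus Transcreener GDP mix added; fluorescence polarization (620/688 nm) read before and after 90 min at 30 °C.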
G9a block: G9a (human) methyltransferase inhibition; Q96KQ7; G9a H3K9 monomethylation, AlphaScreen, 2 h; Potency, µM (doses to about 102 µM), for inactives: top-dose activity, negative = inhibition, actives largely listed as inhibitors; 350,000 compounds, 8.8% hits; AID 504332; note: potency is the fitted concentration of half-maximal effect; % is set by controls: 0 for no effect and ±100 for the full control effect; nearly all actives have a fitted effect of over 75% in size
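Compounds were preincubated with 20 nM G9a for 15 min, after which biotinylated H3K9 peptide (500 nM) and SAM (20 uM) started a 2 h room-temperature reaction. Monomethylated product was quantified by antibody-based AlphaScreen chemiluminescence.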
PI4K2A block: blocks human PI4K2A kinase activity | 420,000 compounds, 0.13% hits | purified PI4K2A, ADP-Glo luminescence, 1 h; active compounds read low | activity change, negative = inhibition, % at 76.9 µM | Q9BTU6; in the data active = activity change below about -50%; inconclusive = mostly about -30% to -49%;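 note: -100% = wells without enzyme as full effect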
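PI4K2A activity was measured by ADP-Glo luminescence: enzyme (4 ug/mL stock) and phosphatidylinositol (1.2 mM stock) in Tris pH 7.5/MgCl2/EGTA/Triton X-100 buffer were reacted with ATP (300 microM stock) for one hour at ambient temperature.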
GLS inh: blocks human kidney-isoform glutaminase activity. Potency, µM (series often up to 45.5 µM), inactives show at the highest dose activity change, negative = inhibition, actives largely listed as inhibitors. O94925. GLS enzymatic activity, qHTS titration. 410,000 compounds, 0.21% hits; note: potency is the fitted concentration of half-maximal effect; % is set by controls: 0 for no effect and ±100 for the full control effect
Target sequence (O94925 whole entry, looked up, canonical isoform): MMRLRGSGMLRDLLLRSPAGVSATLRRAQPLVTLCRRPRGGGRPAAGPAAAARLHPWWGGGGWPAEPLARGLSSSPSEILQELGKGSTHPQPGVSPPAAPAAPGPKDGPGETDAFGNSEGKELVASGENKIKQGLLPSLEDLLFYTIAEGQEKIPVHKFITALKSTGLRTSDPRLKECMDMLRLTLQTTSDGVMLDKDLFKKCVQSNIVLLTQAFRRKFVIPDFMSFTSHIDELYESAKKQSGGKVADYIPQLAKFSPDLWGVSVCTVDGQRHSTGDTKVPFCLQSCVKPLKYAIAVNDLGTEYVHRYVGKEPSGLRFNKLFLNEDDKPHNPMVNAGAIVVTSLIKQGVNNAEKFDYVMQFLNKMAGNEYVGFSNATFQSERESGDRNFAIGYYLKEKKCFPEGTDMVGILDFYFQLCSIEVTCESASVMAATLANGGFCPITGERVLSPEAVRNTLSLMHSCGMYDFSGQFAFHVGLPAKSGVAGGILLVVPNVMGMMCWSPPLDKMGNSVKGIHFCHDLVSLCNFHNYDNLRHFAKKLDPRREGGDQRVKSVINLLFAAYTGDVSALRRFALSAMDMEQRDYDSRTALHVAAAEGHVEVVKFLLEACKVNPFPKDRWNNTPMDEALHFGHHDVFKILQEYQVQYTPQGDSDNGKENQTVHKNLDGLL
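Coupled fluorescence readout: glutamate oxidase/HRP/Amplex Red detect glutamate formed by hKGA from L-glutamine (1 mM solution added). Buffer 45 mM KH2PO4 pH 8.2, 0.02% Tween-20; reads at t0 and 30 min RT.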
* marks the source's active call; other numbers are inactive results; ? = inconclusive; . = not tested or not shown; & = joins results of further samples; [ ] = remark or other dose. Unless noted, calls come from the whole dose curve; as a rule, active = well fitted curve in the direction sought with a large enough effect; inconclusive = small, poorly fitted or top-dose-only effect, or another doubt; inactive = no such curve, though single readings can be large; an effect the other way counts as inactive or inconclusive.

nr	Molecule	HP1b binding inh	ERG Ets-DNA blk	JMJD2A Tudor	BAZ2B block	12-LOX inh	RGS4 inhibitor	G9a block	PI4K2A block	GLS inh
1	O=c1[nH]c(C2CCN(S(=O)(=O)Cc3ccccc3)CC2)nc2c1nnn2Cc1ccccc1	13.1%	-12.5%	-14.8%	8.4%	-15.5%	18.4%	18.8%	0.7	0.0%
2	CC1CCCN(S(=O)(=O)c2ccc(C(=O)NC(C)c3ccccc3)cc2)C1 (stereo unspecified)	15.0%	5.5%	-15.5%	2.0%	-17.6%	9.5%	17.8µM*	-6.3	7.9%
3	c1ccc2oc(-c3[nH]ncc3CN(Cc3ccncc3)CC3CCCO3)cc2c1 (stereo unspecified)	34.9%	-6.4%	-26.2%	-11.7%	1.2%	-3.0%	2.7%[0.501 µM]	3.6	1.8%
4	Cc1cc(C(=O)O)c2c(=O)n(C)c(=O)n(C)c2n1	12.5%	-4.2%	-11.7%	.	-23.7%	0.7%	-1.8%[59 µM]	0.3	-7.4%
5	Cc1c(NC=C(C#N)C#N)c(=O)n(-c2ccccc2)n1C	45.1%	5.6%	3.7%	1.6%	6.6%	-35.7%	12.2%[0.501 µM]	7.2	-7.4%
6	O=C(Nc1ccc(F)c(Cl)c1)c1cc(-c2ccco2)on1	17.9%	-9.2%	-3.9%	2.5%	-20.3%	1.1%	-21.8%	-3.4	0.0%
7	Cc1oc(-c2ccc(C(=O)NCc3ccc(N(C)C)cc3)cc2)nc1COc1ccccc1	3.9%	-2.1%	-21.7%	-5.9%	-9.8%	0.7%	-12.0%[59 µM]	-4.1	1.1%
8	Cc1nn(CC(=O)OCCOc2ccc(Br)cc2)c(C)c1[N+](=O)[O-]	56.3%[activator]	3.8%	3.7%	3.8%	0.0%	-4.5%	25.3%	-3.1	0.9%
9	O=C(CCc1c[nH]c2ccccc12)NC1CC1	60.6%[activator]	0.6%	5.2%	7.4%	?	-5.5%	16.5%[12.7 µM]	2.1	11.1%
10	Cc1cnc(C(=O)Nc2cc(S(=O)(=O)N3CCOCC3)ccc2N2CCN(C)CC2)cn1	5.4%	-8.0%	-22.5%	9.2%	-9.5%	15.7%	-15.2%[59 µM]	-4.3	2.1%
11	Oc1ccc(N=Nc2ccc3c(c2)OCCO3)c2ncccc12	-28.9%	2.1%	?	?	0.0%	7.0%	11.2µM*	-4.0	-9.9%
12	N/C(=N\NC(=O)c1cccs1)c1cc2cc(Cl)ccc2oc1=O	-14.0%	6.9%	?	-22.2%	?	-30.9%[56.9 µM]	13.7%[12.7 µM]	-1.1	0.2%
13	Cc1ccc(CNC(=O)c2cc3c(s2)-c2c(C)cccc2OC3)cc1	46.8%[activator]	-6.2%	-6.9%	-24.6%	1.6%	-50.7%	8.1%[59 µM]	-5.6	1.5%
14	Cc1ccc2cc(/C=C/C(=O)c3ccco3)c(Cl)nc2c1	14.2%	-0.1%	-3.6%	-18.1%	71.9%[activator]	?	.	11.6	-4.9%
15	COc1ccc(/C=C2\SC(N3CCCCC3)=NC2=O)cc1OC	-21.7%	6.7%	-25.2%	2.6%	0.0%	-13.2%	20.9%	-19.6	-4.0%
16	O=C(Nc1ccc(Cl)cc1Cl)c1cc(S(=O)(=O)N2CCN(c3ccccc3F)CC2)ccc1F	46.8%[activator]	-1.9%	-10.7%	5.7%	-25.4%	3.4%	-0.9%[59 µM]	6.4	2.3%
17	CCSc1ccc(/C(N)=N/OC(=O)c2cccs2)cn1	65.3%[activator]	7.9%	38.1%[activator]	10.5%	7.3%	3.8%	7.7%	-2.9	3.5%
18	O/N=C/c1ccc2ccccc2c1	37.3%[activator]	0.9%	-8.6%	-0.6%	-9.7%	0.0%	.	3.7	-11.4%
19	COC(=O)CSc1nnc(CNc2nc(-c3ccccc3)cs2)n1C	20.9%	-3.6%	-23.6%[57.1 µM]	-8.7%	0.0%	16.4%[11.4 µM]	-4.2%[59 µM]	-1.7	6.8%
20	O=C(CSc1nnc2ccccn12)NNC(=O)c1ccccc1F	11.0%	11.5%	-4.8%	.	-4.5%	9.5%	.	-0.8	0.0%
21	N#Cc1c2c(c(-c3ccco3)[nH]c1=O)CCCC2	43.0%[activator]	-2.8%	-15.7%	9.6%	-18.7%	-40.9%	27.4%	-1.2	-1.0%
22	O=C(O)c1ccc(S(=O)(=O)N2CCOCC2)o1	9.8%	2.2%	-4.5%	1.3%	-9.2%	9.9%	2.3%	0.8	9.0%
23	Cc1ccc2nc(NC(=O)c3ccc(-c4nc5ccccc5s4)s3)sc2c1	49.2%[activator]	-3.2%	-22.7%	-29.8%	-2.8%	2.3%	?	0.2	-0.9%
24	Cn1c(=O)c2c(nc(N3CCN(c4ccccn4)CC3)n2Cc2ccccc2Cl)n(C)c1=O	-8.1%	1.8%	?	6.0%	-9.9%&-12.2%	8.3%	2.8%	6.0	-13.6%
25	O=C(O)c1ccc(CSCc2c(F)cccc2Cl)o1	22.3%	-9.0%	-12.4%	?	-2.1%	-3.9%	-43.2%	-2.0	1.3%
26	CC(=O)c1cccc(NC(=O)C2CCN(C(=O)c3cnn(-c4ccccc4)c3-n3cccc3)CC2)c1	32.5%	0.2%	-6.0%	-26.0%	-6.9%	-18.3%	19.5%[59 µM]	1.5	4.1%
27	Cc1cc2c(cc1C)C(c1ccsc1)CC(=O)N2 (stereo unspecified)	32.0%	-6.8%	-9.4%	20.0%	0.0%	4.7%	?	0.8	0.8%
28	COc1cc(CN2CCC(n3nccc3NC(=O)C3CCOC3)CC2)ccc1F (stereo unspecified)	22.4%	-3.9%	-10.3%	4.3%	0.0%	1.3%	34.0%	-0.1	15.0%
29	Cc1cccc(NC(=O)CCN2C(=O)C3C4CCC(C4)C3C2=O)c1C (stereo unspecified)	4.9%	.	-7.7%	8.5%	19.6%	12.8%	-0.9%	2.1	-1.5%
30	COc1ccc(N2CC(C(=O)N(CC(C)C)c3c(N)n(Cc4ccccc4)c(=O)[nH]c3=O)CC2=O)c(OC)c1 (stereo unspecified)	19.8%	-17.4%	-10.2%	2.6%	-10.6%	-14.4%	7.5%[0.501 µM]	1.0	-18.3%
31	CC(=O)c1coc2ccc(OCC(=O)O)cc12	18.4%	-6.0%	-11.2%	7.5%	-27.0%	-25.5%	-34.8%[59 µM]	1.1	1.6%
32	COc1ccc(CCNC(=O)Cn2cc(C(=O)c3ccc(F)cc3)c(=O)c3ccc(C)nc32)cc1OC	38.6%	5.6%	-22.4%	-15.5%	-23.5%	9.4%	-0.5%[59 µM]	-9.8	-6.0%
33	Cc1ccc(S(=O)(=O)N2CCN(C(=O)COC(=O)COc3ccc(Cl)cc3C)CC2)c(C)c1	18.0%	.	-14.3%	.	-17.2%	1.3%	.	4.4	0.2%
34	CCOC(=O)Cn1c(=N)n(Cc2ccccc2F)c2ccccc21	16.9%	0.4%	0.6%	8.4%	-0.4%	24.4%	-0.5%[2.33 µM]	-8.8	9.1%
35	O=[N+]([O-])c1ccc(C2=Nc3cc(Cl)ccc3OC2)cc1	-17.2%	-17.8%	?	?	?	21.4%	?	-1.0	-0.9%
36	COc1ccc(C2c3[nH]c4ccccc4c3CCN2C(=O)Cc2nonc2C)c(F)c1 (stereo unspecified)	-2.7%	14.1%	?	?	-5.5%	28.2%	-13.2%[59 µM]	1.4	0.1%
37	Cc1ccc(NC(=O)CSc2ncc3c(n2)-c2ccccc2N(C)S3(=O)=O)c(Cl)c1	22.7%	-4.4%	-9.1%	-3.8%	-12.5%	9.1%	-1.9%[59 µM]	-1.2	8.0%
38	CCn1c(/C=C/c2ccccc2[N+](=O)[O-])nc2ccccc2c1=O	16.8%	-2.6%	-13.3%	-14.1%	17.2%	5.0%	-3.9%	-0.1	6.4%
39	COCCN(C(=O)CSc1nnc(Nc2ccc(C)cc2)s1)c1c(N)n(CC(C)C)c(=O)[nH]c1=O	24.2%	9.4%	-3.8%	-11.9%	-4.4%	17.8%	-33.3%	-1.3	-12.8%
40	COc1ccc(-c2noc(CC(=O)N(C)c3cccc(C)c3)n2)cc1	48.9%[activator]	-4.6%	-2.9%	-15.6%	0.0%	-3.0%	6.0%[59 µM]	4.4	-17.0%
41	Cn1c(O)c(C=Nc2ccc(N3CCOCC3)cc2)c(=O)n(C)c1=S	9.1%	-21.9%	-4.4%	1.2%	-0.1%	-42.2%	1.7%[59 µM]	0.6	2.5%
42	Cc1ccccc1NS(=O)(=O)c1cc(C(=O)Nc2cccnc2)ccc1C	35.3%	-1.4%	-11.8%	-16.8%	?	-0.9%	45.6%	-3.6	9.1%

Whole records as entered above:
CCn1c(/C=C/c2ccccc2[N+](=O)[O-])nc2ccccc2c1=O in the list: HP1b binding inh = 16.8%; ERG Ets-DNA blk = -2.6%; JMJD2A Tudor = -13.3%; BAZ2B block = -14.1%; 12-LOX inh = 17.2%; RGS4 inhibitor = 5.0%; G9a block = -3.9%; PI4K2A block = -0.1; GLS inh = 6.4%
CCOC(=O)Cn1c(=N)n(Cc2ccccc2F)c2ccccc21 in the list: HP1b binding inh = 16.9%; ERG Ets-DNA blk = 0.4%; JMJD2A Tudor = 0.6%; BAZ2B block = 8.4%; 12-LOX inh = -0.4%; RGS4 inhibitor = 24.4%; G9a block = -0.5%[2.33 µM]; PI4K2A block = -8.8; GLS inh = 9.1%

Source: PubChem

This is a subset, so the mix of outcomes need not match the whole.
